Source: PubChem
GSH fluor: compound fluorescence on glutathione beads, profiling panel, artefact control, biophysical, 488/530 nm, flow cytometry. GSH beads flow cytometry, compound fluorescence 488/530 nm; stronger effect = higher value. actives 0.25% (n = 190,000). fluorescence (KMESF) at 10 µM; in the data active = fluorescence above about 89;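 also: glutathione beads carrying GST-tagged Bcl family fusion proteins plus one bare bead set; values are compound well signal with DMSO vehicle wells as background; inactives centre near 16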
RGS7-Gao reg: RGS7-Galphao binding modulators, primary screen, biochemical, multiplexed bead flow cytometry | Guanine nucleotide-binding protein G(o) subunit alpha (Homo sapiens), P09471 | actives lie on both sides | binding response (% of control), % at 10 µM | actives 0.35% (n = 220,000) | AID 1439, 2008; in the data active = binding response below about 49% or above about 150%; inconclusive = no clear call, values can overlap the other calls; inactive = in between;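 also: fluorescent Galphao held in activated GDP-AlF4 state binding bead-coupled RGS7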
RGS4-Gao reg: modulators of RGS4 binding to Galphao, primary screen, biochemical, multiplexed bead flow cytometry; Guanine nucleotide-binding protein G(o) subunit alpha (Homo sapiens), P09471; actives lie on both sides; binding response (% of control), % at 10 µM; actives 0.33% (n = 220,000); AID 1415, 2008; in the data active = binding response below about 49% or above about 150%; inactive = in between;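 also: fluorescent Galphao activated with aluminum fluoride binding bead-coupled RGS4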
RGS8-Gao: RGS8-Galphao binding modulators, primary screen, biochemical, multiplexed bead flow cytometry; Guanine nucleotide-binding protein G(o) subunit alpha (Homo sapiens), P09471; actives lie on both sides; response (percent of control binding), % at 10 µM; actives 0.34% (n = 220,000); in the data active = response below about 60% or above about 140%; inactive = in between;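 also: Galphao activated as the GDP aluminium fluoride complex binding bead-coupled RGS8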
Bcl-W Bim block: inhibitors of Bim binding to Bcl-W, primary screen, biochemical, multiplexed, bead-based flow cytometry; Bcl-2-like protein 2 (Homo sapiens), Q92843; Bim peptide-Bcl-W binding; inhibition, % at 10 µM; actives 0.02% (n = 190,000);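 also: 0% = bound tracer without compound and 100% = peptide blocker; higher means less fluorescent Bim peptide bound to Bcl-W beads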
Target sequence (Q92843 whole entry, looked up): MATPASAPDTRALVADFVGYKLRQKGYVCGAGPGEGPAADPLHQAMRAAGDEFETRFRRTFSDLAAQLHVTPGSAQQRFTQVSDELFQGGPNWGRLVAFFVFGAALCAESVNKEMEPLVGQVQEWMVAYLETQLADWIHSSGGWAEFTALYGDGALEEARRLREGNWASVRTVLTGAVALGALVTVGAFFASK
Bim-Bcl-2: inhibitors of Bim-Bcl-2 binding, primary screen, biochemical, multiplexed, human Bcl-2 family; Apoptosis regulator Bcl-2 (Homo sapiens), P10415; Bead-based flow cytometry, Bim peptide-Bcl-2 binding; inhibition, % at 10 µM; actives 0.06% (n = 190,000); AID 950, 2007; in the data active = inhibition above about 40%; inconclusive = no clear call, values can overlap the other calls;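 also: 0% = no compound wells with probe peptide and 100% = reference peptide inhibitor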
Bim-Bcl-B: inhibitors of Bim-Bcl-B binding, primary screen, biochemical, multiplexed, human Bcl-2 family | Bcl-2-like protein 10 (Homo sapiens), Q9HD36 | bead-based flow cytometry, Bim peptide-Bcl-B binding | inhibition, % at 10 µM | actives 0.073% (n = 190,000);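 also: 0% = tracer peptide without compound and 100% = reference inhibitor peptide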
ABCG2 inh: ABCG2 efflux pump inhibitors, primary screen, multiplex with ABCB1, IgMXP3 cells, flow cytometry; inhibition, % at 6.6 µM; actives 0.1% (n = 190,000); JC-1 efflux; Broad substrate specificity ATP-binding cassette transporter ABCG2 (Homo sapiens), Q9UNQ0;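 active = inhibition above 80%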;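 also: 0% = DMSO and 100% = nicardipine control wells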
Target sequence (Q9UNQ0 whole entry, looked up): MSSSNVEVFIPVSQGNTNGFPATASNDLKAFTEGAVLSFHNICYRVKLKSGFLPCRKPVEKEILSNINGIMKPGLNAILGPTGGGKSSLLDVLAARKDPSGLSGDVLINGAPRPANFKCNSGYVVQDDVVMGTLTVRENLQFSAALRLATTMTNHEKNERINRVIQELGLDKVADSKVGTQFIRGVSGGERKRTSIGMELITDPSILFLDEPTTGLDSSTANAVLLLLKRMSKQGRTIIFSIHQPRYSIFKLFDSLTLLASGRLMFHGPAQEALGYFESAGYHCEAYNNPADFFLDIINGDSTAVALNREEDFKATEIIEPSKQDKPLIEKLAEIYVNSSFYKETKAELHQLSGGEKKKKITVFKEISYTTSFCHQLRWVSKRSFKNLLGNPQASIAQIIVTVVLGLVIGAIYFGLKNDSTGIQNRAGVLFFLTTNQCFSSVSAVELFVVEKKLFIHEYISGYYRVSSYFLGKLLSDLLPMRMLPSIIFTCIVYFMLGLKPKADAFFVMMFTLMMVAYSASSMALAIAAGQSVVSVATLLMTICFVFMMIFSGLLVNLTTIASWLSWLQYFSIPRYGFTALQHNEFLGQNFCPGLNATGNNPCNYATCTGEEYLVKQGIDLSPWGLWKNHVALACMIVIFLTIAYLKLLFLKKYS
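Test system: IgMXP3 (ABCG2) plus far-red-tagged CCRF-Adr (ABCB1) cells. Reagent: JC-1 dye as substrate. Timing: 10 min exposure at 25 °C with rotation, no wash. Measured by: flow cytometric JC-1 green MFI at 530 nm. Read-out: percent efflux inhibition, scaled nicardipine 100% to DMSO 0%. Control set: nicardipine and DMSO wells.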
Bim-Bfl-1: inhibitors of Bim binding to Bfl-1, primary screen, biochemical, multiplexed, bead-based flow cytometry | actives 0.12% (n = 190,000) | Bcl-2-related protein A1 (Homo sapiens), Q16548 | inhibition, % at 10 µM | Bim-Bfl-1 binding inhibition;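 also: 0% = wells without compound plus tracer and 100% = blocker peptide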
ABCB1 block: ABCB1 efflux pump inhibitors, primary screen, cell-based, multiplex, flow cytometry, ABCG2 counter-screen. CCRF-Adr cells, JC-1 efflux. AID 1326, 2008. actives 0.067% (n = 190,000). inhibition, % at 6.6 µM. ATP-dependent translocase ABCB1 (Homo sapiens), P08183; in the data active = inhibition above about 40%;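 also: 0% = vehicle and 100% = reference inhibitor; higher value means more JC-1 retained so stronger ABCB1 efflux block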
Bim-Bcl-XL: inhibitors of Bim-Bcl-XL binding, primary screen, biochemical, multiplexed, bead flow cytometry, human Bcl-XL | inhibition, % at 10 µM | Bcl-2-like protein 1 (Homo sapiens), Q07817 | Bim peptide-Bcl-XL binding, fluorescence | actives 0.04% (n = 190,000)
Target sequence (Q07817 whole entry, looked up): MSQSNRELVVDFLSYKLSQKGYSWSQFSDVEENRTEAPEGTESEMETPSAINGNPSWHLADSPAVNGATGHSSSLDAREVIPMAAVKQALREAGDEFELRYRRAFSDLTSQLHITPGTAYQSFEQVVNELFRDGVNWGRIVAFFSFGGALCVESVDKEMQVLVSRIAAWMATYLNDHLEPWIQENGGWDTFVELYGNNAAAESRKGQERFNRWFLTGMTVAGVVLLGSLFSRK
Starred values were filed as active, the others as inactive; ? = inconclusive; / = no result given; [ ] = another dose, or the depositor's remark. Rule as the data show it, unless noted: active = inhibition above about 40%.

Structure	GSH fluor	RGS7-Gao reg	RGS4-Gao reg	RGS8-Gao	Bcl-W Bim block	Bim-Bcl-2	Bim-Bcl-B	ABCG2 inh	Bim-Bfl-1	ABCB1 block	Bim-Bcl-XL
Cc1cc(C)nc(-n2ncc3c2CC(c2ccccc2C)CC3=O)n1 (stereo not given)	16	97	98	88	-6	-5	-14	4	-11	0.9	-9
Cc1ccc(Nc2nc(N)nc(CSc3nnc(-c4ccncc4)o3)n2)cc1	26	104	100	102	0	-8	-7	8	-11	0.9	-3
OCCOCCN1CCN(C(=S)Nc2ccccc2)CC1	10	99	101	100	2	-1	-6	1	-6	0.1	0
CN(CC(=O)Nc1nc2ccccc2s1)S(=O)(=O)c1ccc(Cl)cc1	48	103	79	93	0	-22	-31	9	-14	-0.9	-9
CCn1c(CNC(=O)COc2ccc(C(C)C)cc2)nnc1SCC(=O)Nc1cc(F)ccc1C	7	100	96	100	0	-3	1	6	-2	2.5	-2
CC1CCCN(C(=O)CCS(=O)(=O)Cc2ccccc2)C1 (stereo not given)	22	100	102	102	-1	-2	-6	0	-1	0.5	-9
O=S(=O)(NCc1ccccc1Br)c1cccs1	34	99	102	100	-6	-9	-12	3	-21	-0.1	-11
COc1cccc(CNCCSc2nnnn2C)c1OC	17	102	101	104	-7	0	-2	0	-6	0.1	-9
CCC(C)[C@H](NC(=O)NCc1cccc(OC)c1)C(=O)OC (stereo not given in full)	36	106	105	102	-1	2	1	1	1	0.3	-3
Cc1oc(-c2ccc(Cl)cc2)nc1CS(=O)CC(=O)NCCN1CCCC1 (stereo not given)	16	97	102	101	-4	-5	-10	2	-10	0.5	-10
CCO[C@@H]1OC(C(=O)NCc2nc3ccccc3[nH]2)=C[C@H](C2CC2)[C@H]1CCCO	22	101	102	103	0	0	-2	2	0	1.3	2
COCCNC(=O)Cn1cc(S(=O)(=O)N2CCN(c3ccccc3F)CC2)c2ccccc2c1=O	14	?	101	99	0	-2	-1	0	-5	1.4	-2
CCCOc1cccc(C(=O)Nc2nnn(CCC)n2)c1	18	100	103	101	-5	0	-1	4	0	0.5	-12
CCC1(CC)NC(=O)NC1=O	33	102	105	100	1	-7	-5	1	-12	0.0	-7
CCc1ccc(OCC(=O)N2CCN(c3ccccc3F)CC2)cc1	21	98	93	100	-2	-4	-4	12	-6	1.5	1
OCC1(Cc2ccc(Cl)cc2)CCN(Cc2ccccc2F)CC1	14	98	98	98	-3	-8	-7	8	-5	0.5	-6
O=c1[nH]c(Cc2ccccc2)nc2ccccc12	55	93	97	101	-3	-13	-6	1	-15	0.3	-6
O=C(NCc1cc(C(F)(F)F)cc(C(F)(F)F)c1)C1CC(c2ccccc2[N+](=O)[O-])=NO1 (stereo not given)	27	97	97	92	-2	-13	-3	16	-7	1.6	-3
CCCCN=C(Nc1ccc(Cl)cc1)c1cccnc1	38	100	103	98	-4	-11	-6	2	-12	0.7	-6
Cc1c(NC(=O)CSc2nnnn2-c2ccc(O)cc2)c(=O)n(-c2ccccc2)n1C	34	95	98	103	-2	-12	-13	0	-16	0.0	5
O=C(Cn1cncn1)N/N=C/c1ccc(Cl)cc1	24	102	104	108	-1	0	-6	0	-1	0.0	-3
CC(=O)NC(Cc1cc(C)ccc1C)C(=O)N1CCN(C(=O)c2ccc(Br)cc2)CC1 (stereo not given)	11	93	96	99	0	-1	-1	1	-3	0.3	-1
CCOC(=O)C1CCC2(CC1)C(C#N)=C(N)Oc1n[nH]c(C)c12 (stereo not given)	21	101	99	100	4	4	5	0	5	0.1	9
N#Cc1c(NC(=O)C2CCCO2)sc2c1CCCCCC2 (stereo not given)	5	101	97	99	2	4	3	-1	5	-0.4	3
CC(=O)Nc1ccc(NC(=S)Nc2ccccc2)cc1	17	/	/	/	0	-3	-9	-1	-8	0.1	-3

(listing goes on)
Structure	GSH fluor	RGS7-Gao reg	RGS4-Gao reg	RGS8-Gao	Bcl-W Bim block	Bim-Bcl-2	Bim-Bcl-B	ABCG2 inh	Bim-Bfl-1	ABCB1 block	Bim-Bcl-XL
CCc1cccc(C)c1NC(=S)NCc1ccccc1	10	99	99	103	-4	0	-6	10	-1	0.8	-6
CC(=O)Nc1sc2c(c1C(c1cccs1)N1CCOCC1)CCCC2 (stereo not given)	31	109	111	107	0	-12	-10	15	-16	2.0	-4
COc1ccc(-c2c(C)sc(NC(=O)c3ccnn3C)c2C#N)cc1	8	98	97	101	-2	-1	-9	-4	-2	-2.9	-7
O=C(CN1CCOc2ccccc21)NCc1ccc(F)cc1	14	102	96	96	-6	-1	-5	1	-2	-0.3	-6
COc1ccccc1CN1C[C@@H]2C[C@@H](c3cccc(O)c3)N3CCC[C@@]23C1=O	8	120	102	100	-2	-2	-4	-1	-3	-0.1	0
COC(=O)C(CC(C)C)NC(=O)CSc1nc(-c2ccccc2)c(C#N)c(=O)[nH]1 (stereo not given)	31	102	101	103	0	-6	-7	0	-5	0.6	-3
CCn1c(Cc2ccccc2)nnc1SCC(=O)NC(C)(C)C	22	100	103	102	0	-2	-3	0	-11	0.0	0
Cc1cc(C)c(S(=O)(=O)N2CCN(CCO)CC2)c(C)c1	15	105	102	102	-9	-9	-9	3	-7	0.8	-7
Nc1nc(SCc2ccccc2)[nH]c(=O)c1-c1ccccc1	30	100	99	98	0	-5	-10	33	-13	1.5	-3
O=c1[nH]c2ccccc2nc1/C=C(\O)C(F)F	9	103	101	102	-6	-6	-12	21	-10	2.0	-8
Cc1nn(-c2ccccc2)c(Cl)c1/C=N/Nc1nc2ccccc2[nH]1	17	99	99	104	-3	-8	-7	16	-15	2.1	-4
Cc1ccc(C2CC(=O)C=C(Nc3ccc(Cl)cc3)C2)cc1 (stereo not given)	8	100	100	100	-3	0	-3	2	-1	1.1	-5
CCN(CC)S(=O)(=O)c1cccc(NC(=O)COc2ncnc3sccc23)c1	15	?	103	102	0	-3	-6	0	-6	-0.3	-2
CC1=CC2=NC(=O)/C(=C\c3cccn3CCOc3cc(C)cc(C)c3)C(=N)N2O1	30	101	99	94	-2	-1	-3	74	-3	26	-4
CCN1CCN(c2ccc(NC(=O)c3ccc(F)cc3)cc2Cl)CC1	18	102	101	102	-2	1	3	18	3	2.8	-2
COc1ccc(OCCOC(=O)Nc2ccccc2)cc1	37	99	101	102	0	-9	-7	-1	-10	-1.5	4
COc1cc(-c2nc3cnccc3n2C)cc(OC)c1OC	7	94	106	103	-1	-1	1	6	1	0.2	-1
O=C(O)CC1S/C(=N/N=C/c2ccc(-c3ccc(Cl)cc3[N+](=O)[O-])o2)NC1=O (stereo not given)	16	103	104	99	-1	-2	-2	/	0	/	-4
O=C(Cn1cc2c(n1)CCCC2)NCCc1ccccc1	15	102	104	99	-4	-5	-9	1	-13	0.6	-11
c1ccc(Cn2nnc3c(NCC4CCCO4)ncnc32)cc1 (stereo not given)	28	99	101	103	-1	-10	-7	2	-9	0.3	-5
COCCn1c(-c2ccc(OC)cc2)cnc1SCC(=O)Nc1cccc2ccccc12	16	105	107	103	0	-7	-11	4	-6	1.0	0
Cc1oc2ccc(O)cc2c1C(=O)c1ccc([N+](=O)[O-])cc1	12	105	105	113	-5	-4	-10	6	-3	0.3	-9
O=C(O)c1cc(N/N=C/C(Cl)=C/c2ccccc2)ccc1Cl	14	?	104	100	0	-3	-2	-4	-7	0.1	-3
Cc1cc(=O)n(C)c2ccccc12	20	97	102	101	-1	-6	-4	4	-7	1.5	-2
CC(Oc1ccc(-c2ccccc2)c(F)c1)c1ccn(S(=O)(=O)c2ccc(Cl)cc2)n1 (stereo not given)	15	99	100	100	5	-4	-6	1	-9	0.3	-1

Other structures
Structure	GSH fluor	RGS7-Gao reg	RGS4-Gao reg	RGS8-Gao	Bcl-W Bim block	Bim-Bcl-2	Bim-Bcl-B	ABCG2 inh	Bim-Bfl-1	ABCB1 block	Bim-Bcl-XL
CCOc1cc(CNCc2cccs2)cc(Br)c1OC	23	102	98	100	0	1	2	4	-1	2.0	0
CC(=O)Oc1ccc([N+](=O)[O-])cc1N1C(=O)c2ccccc2C1=O	15	98	100	101	-4	-4	-4	-2	-11	0.0	-6
Cc1cccc(OCCCN2CCCCCC2)c1	13	102	100	100	-2	-2	-2	3	-2	0.7	-3
CN1CCN(/N=C/c2ccc(C#N)cc2)CC1	14	?	97	102	0	-2	-1	7	-4	1.1	1
CCCCNC(=O)CNC(=S)N(Cc1ccccc1)Cc1cccnc1	13	101	101	110	-1	-6	-2	1	-16	0.8	-2
O=C(NCc1cccnc1)c1ccc(CN2CCc3ccccc3C2)cc1	18	93	96	99	0	6	0	1	0	0.3	-5
CC(=O)Oc1c(Sc2ccccc2[N+](=O)[O-])c(C)nn1C(C)(C)C	10	99	101	104	0	0	0	2	-1	1.1	0
CC1CCCC(C)N1C(=O)Cn1c(=O)sc2ccccc21 (stereo not given)	21	100	95	101	1	-4	-7	-3	-10	-2.2	-2
NS(=O)(=O)c1ccc(CCNC(=O)CSc2nc3ccccc3c(=O)n2CCN2CCOCC2)cc1	13	100	97	96	-3	-3	-5	1	-6	0.1	-3
COc1cccc(-c2ccc(=O)n(CC(=O)Nc3ccc(C(=O)N4CCCC4)cc3)n2)c1	7	104	95	92	3	-1	0	0	1	0.0	0
O=C(CN(Cc1ccco1)C(=O)c1nsc(Cl)c1Cl)NC1CCCCC1	22	114	106	114	0	-4	-1	4	-12	1.0	-1
COCCNC(=O)C(=O)N/N=C/c1ccc(C(=O)OC)cc1	18	97	98	100	2	-1	-3	9	-1	0.5	0
COC(=O)C1C(=O)C2=C(CC1C)NC(C)=C(C(=O)OCCOc1ccccc1)C2c1ccc(C)o1 (stereo not given)	21	99	100	101	0	-7	-6	53	-11	3.5	-4
CSC(=NC#N)N1CCN(C(=NC#N)SC)CC1	10	95	89	96	-2	2	-2	-1	-2	-0.5	0
CCOC(=O)c1nn(-c2ccc(C)cc2)c(C)c1C(C)=O	16	100	97	99	2	3	0	1	-1	0.1	-2
CC(C)(C)c1nc(NCCN2CCOCC2)c2nnn(Cc3ccccc3Cl)c2n1	55	125	129	153*[activator]	-4	-2	-2	1	-2	1.2	3

An unsorted share of the library; 1.1% or so of the library scored in one or more.
